CHRM4 PAM: CHRM4 positive allosteric modulation. CHO-K1 hM4/Gqi5, Fluo-8 calcium fluorescence, ACh EC20; 0% = ACh EC20, 100% = maximal ACh. P08173. hit rate 0.4% among 360,000. activation, % at 3 µM;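 active means activation above its plate's cutoff, the mean activation of sample wells plus 3 SD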; further: some results filed as inactive read as strong as hits
Target sequence (P08173 whole entry, looked up): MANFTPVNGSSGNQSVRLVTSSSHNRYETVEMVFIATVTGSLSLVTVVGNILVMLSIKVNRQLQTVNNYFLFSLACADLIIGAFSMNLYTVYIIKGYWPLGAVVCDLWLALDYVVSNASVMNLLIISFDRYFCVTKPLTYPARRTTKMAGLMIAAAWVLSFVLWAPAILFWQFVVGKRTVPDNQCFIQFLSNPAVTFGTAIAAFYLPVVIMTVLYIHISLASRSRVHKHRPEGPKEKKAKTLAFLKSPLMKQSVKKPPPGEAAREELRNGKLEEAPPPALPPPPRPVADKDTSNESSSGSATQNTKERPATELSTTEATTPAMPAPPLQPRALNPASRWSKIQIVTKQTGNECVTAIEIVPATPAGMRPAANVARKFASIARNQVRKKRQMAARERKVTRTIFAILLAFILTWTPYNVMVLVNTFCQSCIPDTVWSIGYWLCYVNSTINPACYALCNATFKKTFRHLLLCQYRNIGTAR
M5 ag: agonists of human muscarinic M5 receptor (CHRM5); CHO-K1 hM5 cells, Fluo-8 calcium fluorescence; 0% DMSO wells, 100% maximal acetylcholine response; activation, % at 3 µM; hit rate 0.19% among 360,000; P08912; AID 624037;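 active means activation above the run's mean over test compounds plus 3 SD, cut at about 23% in these data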;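 further: signal is peak over basal fluorescence ratio across the kinetic read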
Target sequence (P08912 whole entry, looked up): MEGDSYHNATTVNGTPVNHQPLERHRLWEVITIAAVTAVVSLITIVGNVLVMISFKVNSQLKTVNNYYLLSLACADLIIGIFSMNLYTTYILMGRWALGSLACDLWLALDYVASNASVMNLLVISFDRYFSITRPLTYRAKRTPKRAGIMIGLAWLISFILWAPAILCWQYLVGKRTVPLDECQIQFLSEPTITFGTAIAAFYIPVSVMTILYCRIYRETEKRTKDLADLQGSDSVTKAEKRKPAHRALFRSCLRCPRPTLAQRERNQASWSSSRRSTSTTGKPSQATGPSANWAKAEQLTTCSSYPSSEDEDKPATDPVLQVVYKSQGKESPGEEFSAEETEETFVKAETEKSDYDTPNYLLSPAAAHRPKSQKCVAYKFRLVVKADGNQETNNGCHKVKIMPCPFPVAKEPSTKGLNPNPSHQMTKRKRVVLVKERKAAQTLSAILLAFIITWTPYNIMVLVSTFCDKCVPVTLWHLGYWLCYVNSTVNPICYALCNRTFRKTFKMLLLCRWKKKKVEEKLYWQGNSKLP
CHO-K1 Ca antag: nonselective inhibitor or artifact in parental CHO-K1 cells. ATP-induced calcium, Fluo-8 fluorescence. hit rate 0.6% among 360,000. inhibition, % at 3 µM;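 active means inhibition above a per-plate cutoff, the plate's mean sample inhibition plus 3 SD, cut at about 24% in these data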;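 further: 0% = DMSO plus EC80 ATP and 100% = DMSO alone without ATP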
M1 ag parental: M1 agonist counterscreen hit in parental CHO-K1 cells | Fluo-8 calcium fluorescence; scaled to maximal ATP response, vehicle zero | hit rate 0.48% among 360,000 | activation, % at 3 µM; in the data active means activation above about 15%;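 further: untransfected CHO-K1 host cells lacking M1 receptor as counterscreen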
CHRM5 PAM: CHRM5 positive allosteric modulation. CHO-K1 hM5, Fluo-8 calcium, ACh EC20 PAM; 0% = ACh EC20, 100% = ACh EC100. activation, % at 3 µM. hit rate 0.3% among 360,000;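 active means activation above the run cutoff, the mean activation of all test compounds plus 3 SD, cut at about 18% in these data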
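Assay system – human M5 receptor in CHO-K1 cells · Read-out – % activation, ACh-normalized · Technique – Fluo-8 calcium fluorescence · Dosing – single-point, 3 µM nominal · Incubation – Fluo-8 loading 80 min at 37 °C plus 30 min room temperature · Repeats – singlicate, one well per test compound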
CHRM5 antagonist: CHRM5 antagonism in calcium assay; hit rate 0.59% among 360,000; inhibition, % at 3 µM; CHO-hM5 cells, Fluo-8 calcium fluorescence, ACh EC80; P08912; AID 624040;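 active means inhibition above a per-plate cutoff, the mean of that plate's test compounds plus 3 SD, cut at about 27% in these data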;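 further: 0% = acetylcholine EC80 with DMSO and 100% = DMSO without agonist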
M4 antag: blocks acetylcholine activation of human M4 receptor; inhibition, % at 3 µM; CHO-hM4 cells, ACh EC80, Fluo-8 calcium fluorescence; P08173; hit rate 0.73% among 360,000;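 active means inhibition above its plate's cutoff, the mean inhibition of sample wells plus 3 SD, cut at about 27% in these data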;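 further: 0% = acetylcholine EC80 with DMSO and 100% = DMSO without agonist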
CHRM4 agonist: CHRM4 agonism in calcium assay; P08173; hit rate 0.14% among 360,000; activation, % at 3 µM; CHO-K1 hM4/Gqi5, Fluo-8 calcium fluorescence; vehicle 0%, full acetylcholine response 100%;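 active means activation above the run mean over all test wells plus 3 SD, cut at about 32% in these data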;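 further: peak over basal fluorescence ratio per well then scaled between controls; 0% = DMSO wells and 100% = acetylcholine at EC100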
CHO-K1 Ca PAM: M1 PAM counterscreen hit in parental CHO-K1 cells; ATP EC20, Fluo-8 calcium fluorescence; 0% at ATP EC20, 100% at ATP max; AID 602247; hit rate 0.02% among 360,000; activation, % at 3 µM;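 active means activation above the run cutoff, the mean activation of all test compounds plus 3 SD, cut at about 40% in these data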;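 further: peak over basal fluorescence ratio in a 140 s read after ATP addition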
Numbers without * were called inactive; nt = no result given.

entry	molecule	CHRM4 PAM	M5 ag	CHO-K1 Ca antag	M1 ag parental	CHRM5 PAM	CHRM5 antagonist	M4 antag	CHRM4 agonist	CHO-K1 Ca PAM
1	Cn1c(C(=O)N2CCCC(C(=O)NCCCc3ccccc3)C2)cc2sccc21 (configuration not stated)	-6	-2	-9	5.3	-9	4	0	10	1
2	CCOc1ccc(/C=N/NC(=O)c2cccc3ccccc23)c(OCC)c1	0	-3	4	-0.3	-7	0	-10	0	-16
3	CCOc1ccccc1-n1c(SCC(=O)N2CCCC2)nnc1-c1ccc(O)cc1	-4	2	-14	0.2	2	1	7	1	-4
4	CCCN(Cc1ccccc1)C(=O)Nc1ccc2c(c1)nnn2C	8	0	-7	0.3	-1	7	-2	0	16
5	COc1ccc(-c2csc(Nc3ccc(S(N)(=O)=O)cc3)n2)cc1OC	-2	1	13	0.4	-2	-2	2	2	-12
6	CCOC(=O)N1CCN(C(=O)c2ccc3[nH]c(C)c(C)c3c2)CC1	-1	4	-13	-0.4	7	4	-3	-1	2
7	CCC(=O)Nc1ccc(NC(=S)NC(=O)/C=C/c2ccco2)cc1	7	-2	-1	0.6	-2	8	-9	2	17
8	Nc1cc(S(=O)(=O)N2CCOCC2)ccc1N1CCCCC1	6	4	-11	1.0	10	-3	-9	4	7
9	O=C(CCN1CCOCC1)Nc1ccc2c(c1)N(C(=O)CN1CCOCC1)c1ccccc1CC2	0	1	0	0.3	-2	2	2	1	-2
10	CC1Cc2nc(SCC(=O)OCc3ccccc3)n(C)c(=O)c2S1 (configuration not stated)	2	1	-6	0.6	-6	4	-10	1	17
11	O=C(c1cccs1)c1no[n+]([O-])c1C(=O)c1cccs1	-1	-1	-2	0.1	-3	-1	7	0	8
12	COc1cc(OC)cc(-c2c(-c3ccc(F)cc3)c3cc(-c4ccc5c(c4)OCCO5)ccc3n2C)c1	14	1	2	-0.5	3	2	-1	2	6
13	Cn1sccc1=O	4	2	-9	1.4	-1	0	-9	2	21
14	c1ccc(Cc2nn3c(C4COc5ccccc5O4)nnc3s2)cc1 (configuration not stated)	-3	-4	-16	2.4	-6	-9	-21	8	6
15	Cc1[nH]n(-c2ccc(F)cc2)c(=O)c1/C=N/c1sc2c(c1C#N)CCCC2	-6	-3	-7	1.7	-2	3	2	1	11
16	CCCCc1c(-c2ccccc2OC)ncn1CCc1ccc(OC)cc1	-10	4	-1	10	-17	2	1	15	-1
17	CC(C)(C)C(=O)Nc1ccccc1C(=O)Nc1ccccn1	0	-4	-3	0.2	-3	-7	-1	1	16
18	CCCc1cc(-n2ccnc2)n2c(nc3ccccc32)c1C#N	9	1	-6	1.7	-1	-6	4	3	7
19	COc1ccc(OC)c(C(=O)c2ccc(C(=O)Nc3ccc(NC(C)=O)cc3)cc2)c1	2	-2	-4	0.4	-1	-2	-16	2	15
20	CCn1c(Cc2ccccc2)nnc1SCC(=O)Nc1ccc(N)cc1	-10	-2	-4	0.0	3	-9	16	0	4

Overlap with the part before: 3 compounds, then new ones.
entry	molecule	CHRM4 PAM	M5 ag	CHO-K1 Ca antag	M1 ag parental	CHRM5 PAM	CHRM5 antagonist	M4 antag	CHRM4 agonist	CHO-K1 Ca PAM
18	CCCc1cc(-n2ccnc2)n2c(nc3ccccc32)c1C#N	9	1	-6	1.7	-1	-6	4	3	7
19	COc1ccc(OC)c(C(=O)c2ccc(C(=O)Nc3ccc(NC(C)=O)cc3)cc2)c1	2	-2	-4	0.4	-1	-2	-16	2	15
20	CCn1c(Cc2ccccc2)nnc1SCC(=O)Nc1ccc(N)cc1	-10	-2	-4	0.0	3	-9	16	0	4
21	O=C(CSc1nc2ccccc2c(=O)n1NC(=O)c1ccccc1)c1ccccc1	-3	1	6	6.2	-1	0	-4	1	19
22	CCc1ccc([C@H]2C(C(=O)O)=C[C@@H](CC3CCCC3)N2S(=O)(=O)c2ccc(C)cc2)cc1	0	0	-1	-0.1	6	-5	-10	0	-1
23	COc1ccccc1N(C)S(=O)(=O)c1ccc(C(=O)NCC2CCCCC2)cc1	-7	2	4	6.2	-13	9	3	20	-16
24	Cc1c(N=Cc2c(O)n(C3CCCCC3)c(=O)[nH]c2=O)c(=O)n(-c2ccccc2)n1C	2	-1	-27	-0.3	20*	0	-15	0	20
25	COc1ccc(/C=N/NC(=O)c2c([N+](=O)[O-])c(C)nn2C)cc1	-6	-6	-8	0.0	-4	2	-3	0	12
26	Cc1cc2c(cc1C)N(Cc1ccccc1)C1=NCCCN12	-21	-16	-12	1.0	-3	3	11	2	14
27	Nc1ccccc1SC(C[N+](=O)[O-])c1ccccc1 (configuration not stated)	-4	5	9	0.1	5	2	13	0	-5
28	Cc1nc2cc(NS(=O)(=O)c3ccccc3F)ccc2s1	-6	-1	-2	4.4	9	-2	5	3	9
29	COc1ccc(CC(=O)NC(=S)NNC(=O)COc2c(C)cccc2C)cc1	-4	2	-10	1.9	3	0	3	3	23
30	O=C(NCc1ccccn1)c1cc(-c2ccccc2Cl)on1	5	-5	4	-0.1	4	-1	8	0	9
31	O=C(Nc1nccs1)c1cc(S(=O)(=O)N2CCCCC2)ccc1Cl	19	1	12	1.4	-4	-7	-6	2	-2
32	CCC(=O)N=c1sc2c(OC)ccc(OC)c2n1C	-3	2	-1	4.0	-3	6	0	14	11
33	O=C(NCc1cccnc1)c1ccc(NS(=O)(=O)c2ccc(F)cc2)cc1	9	-1	-2	1.1	0	2	-12	1	0
34	Cc1sccc1/C=N/NC(=O)c1ccco1	3	0	-12	-0.1	1	-6	-3	1	14
35	Cc1ccc(-n2c(CCc3ccccc3)nnc2SCC(=O)NCc2ccccc2)cc1C	0	-2	4	-0.1	-6	0	0	-1	4
36	CCCNC(=O)c1ccc(SCC(=O)N(CC)CC)c([N+](=O)[O-])c1	17	-2	-14	0.2	9	-4	-14	3	13
37	CCCCCOc1ccc(C(=O)CCC(=O)N2CCCC2)cc1	-18	-6	-12	9.1	-6	18	4	6	3
38	COc1cccc(C(C(=O)NCc2ccccc2)N2CCN(c3ccccc3F)CC2)c1OC (configuration not stated)	-5	-3	nt	nt	-2	3	-6	9	nt
39	COc1ccc(NC(=O)CCS(=O)(=O)c2cccc3nonc23)c(OC)c1	0	1	-10	0.5	5	-8	-5	0	21
40	Cc1ccc(S(=O)(=O)CCC(=O)OCC(=O)NCCc2ccccc2)cc1	2	1	-9	1.5	1	-3	2	0	27
41	Oc1ccc(C[C@H]2CNCCN2CC2CCCCC2)cc1	-3	1	-7	0.7	1	8	-4	2	7
42	COc1ccccc1C(=O)Nc1ccc2c(c1)OCO2	0	0	-15	-0.2	-6	5	6	1	8
43	COc1ccc(-n2c(Cc3cccn3C)nnc2SCC(=O)Nc2ccc(F)cc2F)cc1	4	0	-10	0.0	-3	-3	2	-1	21
44	N#CCC(=O)Nc1ccc(C(F)(F)F)cc1N1CCOCC1	2	-1	-24	0.6	2	7	-2	1	14
45	OCCNc1ncnc2c1c(-c1ccccc1)c(-c1ccccc1)n2Cc1ccco1	5	5	0	1.1	6	-6	-9	3	16
46	CN(C)S(=O)(=O)c1cccc(NC(=O)Cc2ccsc2)c1	-5	-4	-6	0.6	-1	4	7	1	10
47	COc1ccc(N2C(=O)CCC(C(=O)NCc3cccnc3)C2c2ccc(OC)c(OC)c2)cc1 (configuration not stated)	5	-8	8	-0.2	6	-9	-11	0	-17
48	Cc1cc(Cl)ccc1OCC(=O)NNC(=O)c1cccs1	14	-5	-7	1.1	-4	6	-12	1	8
49	CNC(=O)c1nnsc1S(=O)(=O)c1ccc(Cl)cc1	-2	-4	4	-0.3	2	-13	20	1	12
50	C=CCn1c(SC(F)F)nc2scc(-c3ccco3)c2c1=O	7	-3	-22	-0.3	7	3	-7	-1	6
51	CCOC(=O)c1ccc(CSc2n[nH]c(C)n2)o1	3	1	-14	-0.1	16	-7	-5	0	13
52	Nc1ccc2cccc(O)c2c1	8	3	7	-0.8	7	-5	-9	0	4
53	COc1cc(/C=N/NC(=O)c2ccncc2)cc2c1OCO2	-5	-2	-12	1.8	-1	13	11	0	19
54	COc1ccc(Cl)cc1C(=O)Nc1ccc(NC(=O)c2ccco2)cc1	-3	0	-1	3.5	-7	-2	-6	12	9
55	Cc1ccc(NC(=O)COc2ccccc2)cc1S(=O)(=O)N1CCCCC1	0	0	-3	4.2	1	-7	-9	6	5
56	CCOC(=O)c1c(-c2ccc(-c3ccccc3)cc2)csc1NC(=O)c1cccc(N2C(=O)CCC2=O)c1	-1	-1	0	-0.5	-4	5	-7	1	0
57	O=C(Nc1ccccc1)c1cccc(S(=O)(=O)N2CCCCC2)c1	-4	-1	-1	1.9	1	0	8	3	15
58	CNc1ccc(/C=C2\CSc3ccccc3C2=O)cc1[N+](=O)[O-]	-14	-1	-8	4.2	-7	9	6	12	7
59	COc1ccc2nc(SCC(=O)N3CCCCCC3)c(C#N)cc2c1	-1	-7	14	7.9	0	6	3	1	6
60	CN(C)C(=O)c1ccc(NC(=O)CSc2nnc(-c3cccs3)n2N)cc1	1	-1	-12	0.3	-3	3	6	2	2
61	Brc1cc(Br)c(Oc2cc(Br)c(Br)cc2Br)cc1Br	6	1	-23	1.3	5	-6	-11	2	27
62	COC(=O)CNC(=O)c1cn(CC(C)C)c(=O)c2cc(OC)c(OC)cc12	-2	0	-5	0.4	1	1	6	1	15
63	COC(=O)C(CCCN1C(=O)c2ccccc2C1=O)(NC(C)=O)c1nn[nH]n1 (configuration not stated)	0	-2	-6	0.2	3	3	-14	0	-3
64	CN(C(=O)CN1C(=O)C2C3CC(C(Br)C3Br)C2C1=O)C1CCCCC1 (configuration not stated)	1	2	-5	2.8	-3	6	0	8	17
65	CCOc1ccc(OCCCCn2ccnc2)cc1	-1	-4	-7	2.1	0	2	6	0	17
66	Cn1nc(C(F)(F)F)c(C(=O)Nc2ccc(Cl)cc2)c1Cl	18	-1	-7	0.2	7	-10	7	-1	16
67	CC(=O)Nc1cc(-c2ccc(N)nc2)cn2c(-c3cccc(C(F)(F)F)c3)cnc12	1	-1	4	0.7	2	1	-1	4	4
68	CC(=O)N1N=C(c2ccc(C)o2)CC1c1ccc(Br)cc1 (configuration not stated)	5	0	-10	0.1	9	-4	-8	-1	12
69	COc1ccccc1NC(=O)c1ccc(NS(=O)(=O)c2cccc3cccnc23)cc1	-12	0	-6	3.9	-7	11	7	4	25
70	CCn1c(C)c(C(C)=O)c(N2CCCCC2)nc1=S	0	-10	5	-0.6	-3	-15	-2	1	10
71	Cc1ccc(C)c(OCC(=O)NNC(=O)c2ccc(NC(=O)C3CC3)cc2)c1	-4	-2	-1	1.3	0	0	4	4	-7
72	O=C(NCc1ccccc1)c1ccc(-c2ccccc2C(F)(F)F)o1	4	-7	1	-1.0	-1	9	-1	7	-21
73	Cc1cc(C)c2c(n1)nn1c(C3CC3)cc(C(F)(F)F)nc21	15	-1	-3	0.2	0	10	7	0	-2
74	O=C(COc1ccc([N+](=O)[O-])cc1)N/N=C/c1ccccn1	4	-3	-8	1.3	-3	-3	-9	2	15
75	COc1ccc(-n2c(Cc3cccn3C)nnc2SCC(N)=O)cc1	0	0	22	1.0	-8	8	2	1	-6
76	CCOP(=O)(OCC)C(C)(C)NC(=O)Nc1ccc(Cl)c(Cl)c1	-9	5	-17	12	-13	10	-18	8	19
77	O=C1[C@@H]2CSCN2C(=O)CN1Cc1ccccc1F	4	-2	-13	0.4	0	0	-7	2	-5
